# Source: PubChem BioAssay (several laboratories)
# PLC-beta3 inh: blocks human PLC-beta3 enzyme activity; Q01970; Purified PLC-beta3, fluorogenic substrate, fluorescence; AID 720704; 370,000 tested, 0.18% active; inhibition, % at 12.2 µM; in the data active = inhibition above about 11%;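 note: 0% = median of compound wells on plate and 100% = full blocker control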
# ARFGAP1 inhibitor: inhibitors of rat ARFGAP1 | Arfgap1-stimulated ARF1 GTP hydrolysis, GDP FP detection | inhibition, % at 16.5 µM | 360,000 tested, 0.26% active | AID 651572;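 active = inhibition above a per-plate limit, mean inhibition of low control wells plus 3 SD, cut at about 25% in these data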;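 note: 0% = DMSO wells with enzyme and 100% = wells lacking Arfgap1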
#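 system = rat Arfgap1 catalytic domain, aa 1-136 | technique = FP, GDP Alexa 633 tracer displaced from anti-GDP antibody, 620/688 nm | compound = one concentration, 16.5 µM, DMSO 1.26% | medium = HEPES-based buffer, pH 7.5 | timing = compound-enzyme preincubation 20 min, reaction 120 min, detection 60 min, 25 °C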
# ASAP1 GAP inh: blocks human ASAP1-stimulated Arf1 GTP hydrolysis; GDP FP detection; 360,000 tested, 0.19% active; Q9ULH1; inhibition, % at 16.5 µM; in the data active = inhibition above about 25%;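 note: 0% = vehicle with enzyme and substrate and 100% = no enzyme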
# DDE Tn6 FP inh: disrupts Tn6 cyclic peptide binding to fibrin D-Dimer-E complex; P02675; Fibrin DD(E) TRITC-Tn6 fluorescence polarization displacement; inhibition, % at 8.3 µM; 370,000 tested, 0.21% active; AID 720509;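 active = inhibition above a per-campaign cutoff: mean of compounds within control limits plus 3 SD, cut at about 15% in these data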;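 note: 0% = median of all compound wells on the plate and 100% = blocking peptide control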
# proKLK7 act: proKLK7 (human) activation, primary screen | P49862 | purified proKLK7, EDANS-DABCYL substrate fluorescence; 100% is mature enzyme control, 0% vehicle | activation, % at 7 µM | 370,000 tested, 0.9% active;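 active = activation above the mean of all tested compounds plus 3 SD, computed per campaign excluding outliers beyond control limits, cut at about 13% in these data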
# UHRF1 MBD2 ctr: blocks human UHRF1 binding to methylated DNA; 370,000 tested, 0.75% active; inhibition, % at 4.4 µM; UHRF1 binding to methylated oligo, TR-FRET; in the data active = inhibition above about 21%;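 note: UHRF1 SRA domain binding a hemimethylated CpG hairpin DNA probe; 0% = median of test compound wells and 100% = reference inhibitor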
# DDE Tn7 FP inh: inhibitors of Tn7 peptide binding to human fibrin DD(E); P02675; FP displacement of FITC-Tn7 peptide from fibrin DD(E); 0% = median of compound wells per plate; inhibition, % at 8.3 µM; 370,000 tested, 0.13% active; AID 720508;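 active = inhibition above the mean of compounds falling within the control limits plus 3 SD of them, cut at about 14% in these data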;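 note: 0% = plate median of compound wells and 100% = 10 µM Aha-Tn7 peptide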
#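 Test system: human clot-derived fibrin DD(E) complex / Quantity: 2 µM final DD(E) protein / Incubation: 10 min plus 3 h, room temperature / Measured by: fluorescence polarization / Benchmarks: high control of 10 µM Aha-Tn7 peptide / Replicates: singlicate testing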
# PLCg1 inh: PLC-gamma1 (human) inhibition, primary screen; P19174; purified PLC-gamma1, fluorogenic substrate, fluorescence; inhibition, % at 12.2 µM; 370,000 tested, 0.84% active; in the data active = inhibition above about 9.5%
# Target sequence (P19174 whole entry, looked up): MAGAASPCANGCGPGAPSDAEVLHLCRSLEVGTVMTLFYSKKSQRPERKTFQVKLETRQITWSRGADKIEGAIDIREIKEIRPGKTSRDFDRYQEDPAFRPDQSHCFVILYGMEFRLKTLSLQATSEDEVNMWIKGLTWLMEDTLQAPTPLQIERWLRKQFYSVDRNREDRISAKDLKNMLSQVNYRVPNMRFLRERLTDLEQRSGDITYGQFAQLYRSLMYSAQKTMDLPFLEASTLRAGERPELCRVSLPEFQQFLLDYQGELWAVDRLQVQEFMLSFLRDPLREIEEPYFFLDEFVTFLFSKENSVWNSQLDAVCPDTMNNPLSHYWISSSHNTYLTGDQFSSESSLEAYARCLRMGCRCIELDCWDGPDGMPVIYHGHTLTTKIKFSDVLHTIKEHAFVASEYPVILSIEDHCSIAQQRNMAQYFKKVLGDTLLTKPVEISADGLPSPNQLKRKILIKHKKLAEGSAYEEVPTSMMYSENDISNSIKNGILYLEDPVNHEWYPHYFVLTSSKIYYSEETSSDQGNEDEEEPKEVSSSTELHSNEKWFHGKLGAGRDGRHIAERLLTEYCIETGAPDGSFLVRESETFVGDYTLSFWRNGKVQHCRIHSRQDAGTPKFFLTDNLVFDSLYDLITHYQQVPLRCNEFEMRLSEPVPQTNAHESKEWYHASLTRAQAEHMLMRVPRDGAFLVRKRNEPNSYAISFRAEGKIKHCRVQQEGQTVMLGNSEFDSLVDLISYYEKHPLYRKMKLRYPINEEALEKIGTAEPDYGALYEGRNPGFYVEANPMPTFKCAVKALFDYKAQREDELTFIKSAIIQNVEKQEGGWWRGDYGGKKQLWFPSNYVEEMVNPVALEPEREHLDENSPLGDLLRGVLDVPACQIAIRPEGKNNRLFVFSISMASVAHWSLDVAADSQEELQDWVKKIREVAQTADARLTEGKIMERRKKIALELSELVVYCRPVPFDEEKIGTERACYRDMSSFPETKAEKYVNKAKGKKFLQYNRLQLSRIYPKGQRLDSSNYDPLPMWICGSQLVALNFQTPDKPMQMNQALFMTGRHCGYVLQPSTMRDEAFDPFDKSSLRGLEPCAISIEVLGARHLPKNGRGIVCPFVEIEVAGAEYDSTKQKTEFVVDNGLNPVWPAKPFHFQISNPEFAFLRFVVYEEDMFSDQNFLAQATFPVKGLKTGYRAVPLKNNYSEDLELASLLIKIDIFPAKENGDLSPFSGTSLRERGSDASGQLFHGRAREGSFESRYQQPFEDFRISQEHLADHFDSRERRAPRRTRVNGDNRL
# Rev-erbA mod: Rev-erb alpha (human) modulation; P20393; Rev-erbα–FITC-DNA binding, fluorescence polarization, 90 min; activity, % at 10 µM; 370,000 tested, 0.79% active;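 active = activity above about 14%, limit read from the data; passing the limit was not always enough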;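 note: 0% = DMSO wells with 35 nM protein and 100% = DMSO wells with 750 nM protein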
# sPLA2-III inh: Inhibits HGIII-sPLA2 liposome hydrolysis, primary screen. Q9NZ20. QFRET BODIPY PC-A2 liposome hydrolysis, fluorescence. inhibition, % at 12.2 µM. 370,000 tested, 0.56% active. AID 743126;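 active = inhibition above mean plus 3 SD of compounds lying within the high and low control bounds, cut at about 19% in these data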;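 note: 0% = median of test compound wells and 100% = no enzyme DMSO wells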
# Active calls of the source: *; i = inactive; . = no result given.
No.	SMILES	PLC-beta3 inh	ARFGAP1 inhibitor	ASAP1 GAP inh	DDE Tn6 FP inh	proKLK7 act	UHRF1 MBD2 ctr	DDE Tn7 FP inh	PLCg1 inh	Rev-erbA mod	sPLA2-III inh
1	COc1cc2c(cc1NC(=O)C(C)OC(=O)c1ccc(S(=O)(=O)Nc3ccccc3Cl)cc1)oc1ccccc12 (stereo not given)	0	7	5	-3	0.0	3	-8	0	0	0
2	c1ccc(-c2cncn2-c2ccccc2)cc1	-2	-8	1	-11	-0.4	3	0	5	3	4
3	CCOC(=O)c1c(=O)n(O)c2ccc(C)cc2[n+]1[O-]	-7	-13	8	-2	-0.4	-1	-7	-7	5	9
4	O=C(NCCNCCO)c1c(O)c2cccc3c2n(c1=O)CCC3	-4	5	-3	5	0.7	4	-1	-3	3	6
5	Cc1ccc2oc(=O)n(CCCOc3ccccc3)c2c1	4	5	11	3	0.1	1	-5	2	5	-5
6	COc1ccc(C(CNC(=O)COc2cccc(C)c2)N2CCCC2)cc1 (stereo not given)	-9	-9	-13	-1	0.0	-2	-1	-5	1	3
7	C=CCNC(=O)/C=C/c1cccs1	1	1	-2	0	0.5	-4	-4	2	4	0
8	CCN(CC)S(=O)(=O)c1cccc(NC(=O)COc2ccc(C#N)cc2OC)c1	2	13	4	4	0.1	8	5	1	-1	-14
9	CC(C)(C)n1cn[nH]c1=S	-4	-1	-7	1	0.4	-2	-2	2	-4	-3
10	Cc1cc(=O)oc2cc(NC(=O)c3cccc(F)c3)ccc12	-2	-16	6	8	-0.5	-4	4	-1	50*	0
11	CC(C)(C)C(=O)Nc1ccc(S(=O)(=O)c2ccc(NC(=O)C(C)(C)C)cc2)cc1	2	-10	6	2	0.6	4	-1	4	0	-3
12	COc1ccccc1NC(=O)c1ccc(NC(=O)COC(=O)CCC2CCCC2)cc1	-3	1	14	3	-0.3	0	-3	-4	3	-21
13	Cc1cc(N2CCCCCC2)nc2ccc(F)cc12	-12	-8	16	7	-1.6	-1	-8	-15	1	-1
14	CC(C)NC(=O)c1c(CSc2ccccc2)noc1C(=O)NCc1ccccc1	-3	-6	-7	4	0.1	22*	0	-5	0	-13
15	C[C@H](c1ccccc1)N1C[C@@H](COCc2ccccc2)Oc2cc(N3CC[C@@H](O)C3)ccc2S1(=O)=O	-3	-5	8	0	0.1	3	-2	0	1	7
16	O=C(c1ccc(C23CC4CC(CC(C4)C2)C3)o1)N1CCOCC1	-2	15	-1	-3	0.1	4	-2	0	-3	3
17	COc1ccc(NC(=O)NC2CCCCCCC2)cc1OC	-7	11	5	-5	0.1	9	-2	6	-2	3
18	CCOC(=O)c1cnc(SC)nc1Sc1ccccc1Cl	-3	1	-7	4	0.1	-3	0	-2	5	-2
19	CC(C)Cn1cc(C(=O)NCCCN2CCCC2=O)c2c3ccccc3n(C)c2c1=O	i	-13	10	0	-23	-6	-4	-486	1	2
20	Cc1ccc2c(c1)c(CC(=O)Nc1ccc(F)cc1)c(C(=O)O)n2C	-5	-9	-9	0	-0.5	4	2	-7	0	-9
21	Cc1ccc(CNC(=O)C(=O)NCC2OCCN2S(=O)(=O)c2ccc(Br)cc2)cc1 (stereo not given)	-2	7	-4	-1	0.5	0	-3	5	1	-19
22	CCC(c1nnc(SCC(=O)Nc2ccc(S(N)(=O)=O)cc2)n1Cc1ccccc1)N(C)C (stereo not given)	-1	4	3	4	-0.5	-2	6	-1	0	-5
23	Cc1noc(C)c1S(=O)(=O)N(C)C[C@H]1OCc2cnnn2CCCC(=O)N([C@H](C)CO)C[C@@H]1C	7	-4	-3	6	0.8	5	-2	7	-6	2
24	COc1cc2nc(C)sc2cc1SC	2	13	18	9	0.5	-3	-6	0	0	-1
25	O=P(O)(CCc1ccccn1)CN1CCCCC1	-2	7	-1	-2	0.0	4	1	0	-3	5
26	CCN1CCCC1CNCc1ccccc1OCc1ccc(F)cc1 (stereo not given)	3	15	9	-5	0.3	-1	2	3	3	-3
27	Cc1ccccc1-c1nc(CS(=O)CC(=O)NCCN2CCOCC2)c(C)o1 (stereo not given)	0	2	7	-1	0.2	1	4	-1	2	-6
28	CC12CCC(C(=O)Nc3ccc4c(c3)OCCO4)(OC1=O)C2(C)C (stereo not given)	4	19	3	-1	0.1	1	-7	3	2	2
29	O=C(C#Cc1ccccc1)c1ccccc1	-3	-2	4	-7	-2.4	-1	-2	-1	3	-2
30	CC1(C)CC(=O)C(N=Nc2c(F)cccc2F)=C(O)C1	0	-1	7	4	0.2	-1	3	3	2	0
31	CCOC(=O)N1CCN(C(=O)C[C@H]2C[C@@]3(C(=O)OC)C(=C[C@H](C(C)C)O[C@@H]3C3CC3)N(CCC3=CCCCC3)C2=O)CC1	0	.	.	-1	0.6	0	1	0	-7	-11
32	COc1ccc(N2CCN(C(CNC(=O)c3ccc4c(c3)OCO4)c3ccco3)CC2)cc1 (stereo not given)	-8	-14	14	5	0.2	1	-4	0	-1	4
33	COc1ccc(S(=O)(=O)Nc2ccccc2OC)cc1C	3	3	3	-2	0.2	0	5	1	1	-12
34	Cc1onc(-c2ccccc2)c1C(=O)NC(=S)NNC(=O)c1ccncc1	-6	9	4	4	-0.2	4	2	-6	6	19
35	Cc1cc(=O)oc2cc(OCC(=O)Nc3ccc(N4CCC(C)CC4)cc3)ccc12	-13	-7	-12	8	-0.1	-2	7	-6	1	8
36	Cc1nc(C(F)(F)F)ccc1C(=O)N1CCC1(C)C(=O)NS(=O)(=O)c1cccc(F)c1 (stereo not given)	3	0	-14	-8	0.9	2	2	0	-4	-2
37	CCN(CC)S(=O)(=O)c1ccc(C(=O)Oc2ccc3c(c2)OCO3)cc1	5	-7	2	0	0.3	2	-4	-1	3	2
38	Cc1cccc(-c2noc(CCCC(=O)NC3CCCC3)n2)c1	-7	1	19	3	-0.2	2	-2	1	4	8
39	CCc1c(C)sc(NC(=O)Cn2nc(C(F)(F)F)c3c2CCCC3)c1C#N	1	8	-1	4	-0.4	1	-3	3	13	3
40	O=C(CN(CC1CCCO1)C(=O)CNS(=O)(=O)c1ccc(Cl)cc1)NCc1ccco1 (stereo not given)	-7	-5	5	-1	0.0	0	8	2	-8	-4
41	FC(F)(F)c1ccccc1/C=N/N1CCN(Cc2ccccc2)CC1	1	-3	0	-4	-0.8	7	4	0	-2	16
42	CC1(C)C(=O)C=CC(=O)C(C)(C)C(=O)C=CC(=O)C(C)(C)C2=CC=C(O2)C(C)(C)C(=O)C=CC1=O	-4	-4	9	-1	0.3	3	0	-8	11	-15
43	O=C(COc1ccccc1)Nc1c2c(nn1-c1ccc(F)cc1)CS(=O)C2 (stereo not given)	0	5	-4	6	-0.2	-1	-6	2	-4	-2
44	Cc1ccc(CC(=O)NCCc2ccc(S(N)(=O)=O)cc2)cc1	3	1	4	4	0.3	0	3	6	6	4
45	Cc1cccc(C)c1NC(=O)NC1(C(=O)N2CCCCC2)CCCCC1	-7	3	2	-3	-0.9	2	0	-1	-6	6
46	O=C(N/N=C/c1ccsc1)c1c[nH]c2ccccc12	-8	6	-14	0	-0.1	19	1	-5	7	3
47	O=C(CCC1CCCN(C(=O)c2ccncc2)C1)NCc1ccc(F)c(F)c1 (stereo not given)	-10	-12	-8	10	0.1	-1	3	-2	2	-2
48	CN(C)C=NC(=O)c1ccc([N+](=O)[O-])c(CS(=O)(=O)c2ccc(Cl)cc2)c1	1	9	2	8	0.3	-1	1	-2	-4	1
49	Cc1cc2cc(CNC(=S)NC3CCCCC3)ccc2n1C	-9	8	4	-4	-0.3	-2	1	0	0	2
50	CCc1ccc([C@H]2[C@@H]3C(=O)C[C@@H]4C(=O)N(C5CCCCC5)C(=O)[C@@H]4[C@@H]3CN2S(=O)(=O)c2ccc(C)cc2)cc1	6	12	3	0	-0.3	1	-6	1	-2	-35
51	O=C(COc1ccc2ccccc2c1)Nc1ccccc1C(=O)O	-13	-4	-7	-2	-0.8	12	7	-2	-4	-8
52	CN1C[C@@H]2C[C@@H](c3ccc(C#CC(C)(C)O)s3)N3CCC[C@@]23C1=O	-8	3	-16	-3	0.2	1	9	-8	4	7

# A second format for part of the listing above:
[38] Cc1cccc(-c2noc(CCCC(=O)NC3CCCC3)n2)c1
[39] CCc1c(C)sc(NC(=O)Cn2nc(C(F)(F)F)c3c2CCCC3)c1C#N
[40] O=C(CN(CC1CCCO1)C(=O)CNS(=O)(=O)c1ccc(Cl)cc1)NCc1ccco1 (stereo not given)
[41] FC(F)(F)c1ccccc1/C=N/N1CCN(Cc2ccccc2)CC1
[42] CC1(C)C(=O)C=CC(=O)C(C)(C)C(=O)C=CC(=O)C(C)(C)C2=CC=C(O2)C(C)(C)C(=O)C=CC1=O
[43] O=C(COc1ccccc1)Nc1c2c(nn1-c1ccc(F)cc1)CS(=O)C2 (stereo not given)
[44] Cc1ccc(CC(=O)NCCc2ccc(S(N)(=O)=O)cc2)cc1
[45] Cc1cccc(C)c1NC(=O)NC1(C(=O)N2CCCCC2)CCCCC1
[46] O=C(N/N=C/c1ccsc1)c1c[nH]c2ccccc12
[47] O=C(CCC1CCCN(C(=O)c2ccncc2)C1)NCc1ccc(F)c(F)c1 (stereo not given)

assay / compound | 38 | 39 | 40 | 41 | 42 | 43 | 44 | 45 | 46 | 47
PLC-beta3 inh | -7 | 1 | -7 | 1 | -4 | 0 | 3 | -7 | -8 | -10
ARFGAP1 inhibitor | 1 | 8 | -5 | -3 | -4 | 5 | 1 | 3 | 6 | -12
ASAP1 GAP inh | 19 | -1 | 5 | 0 | 9 | -4 | 4 | 2 | -14 | -8
DDE Tn6 FP inh | 3 | 4 | -1 | -4 | -1 | 6 | 4 | -3 | 0 | 10
proKLK7 act | -0.2 | -0.4 | 0.0 | -0.8 | 0.3 | -0.2 | 0.3 | -0.9 | -0.1 | 0.1
UHRF1 MBD2 ctr | 2 | 1 | 0 | 7 | 3 | -1 | 0 | 2 | 19 | -1
DDE Tn7 FP inh | -2 | -3 | 8 | 4 | 0 | -6 | 3 | 0 | 1 | 3
PLCg1 inh | 1 | 3 | 2 | 0 | -8 | 2 | 6 | -1 | -5 | -2
Rev-erbA mod | 4 | 13 | -8 | -2 | 11 | -4 | 6 | -6 | 7 | 2
sPLA2-III inh | 8 | 3 | -4 | 16 | -15 | -2 | 4 | 6 | 3 | -2

[48] CN(C)C=NC(=O)c1ccc([N+](=O)[O-])c(CS(=O)(=O)c2ccc(Cl)cc2)c1
[49] Cc1cc2cc(CNC(=S)NC3CCCCC3)ccc2n1C

assay / compound | 48 | 49
PLC-beta3 inh | 1 | -9
ARFGAP1 inhibitor | 9 | 8
ASAP1 GAP inh | 2 | 4
DDE Tn6 FP inh | 8 | -4
proKLK7 act | 0.3 | -0.3
UHRF1 MBD2 ctr | -1 | -2
DDE Tn7 FP inh | 1 | 1
PLCg1 inh | -2 | 0
Rev-erbA mod | -4 | 0
sPLA2-III inh | 1 | 2
